V1R ag counter – agonists of human V1a receptor, primary screen, counter-screen for OXTR agonist project, fluorescence, CHO-V1R cells; activation, % at 3 µM; actives 0.25% (n = 320,000); Vasopressin V1a receptor (Homo sapiens), P37288; Fluo-8 calcium fluorescence, agonist mode; 0% DMSO, 100% 3 nM vasopressin;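 active = activation above the mean activation of all tested compounds plus 3 SD, per screening run, cut at about 20% in these data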;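 also: signal is peak over basal fluorescence ratio across a 100 second FLIPR read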
Target sequence (P37288 whole entry, looked up): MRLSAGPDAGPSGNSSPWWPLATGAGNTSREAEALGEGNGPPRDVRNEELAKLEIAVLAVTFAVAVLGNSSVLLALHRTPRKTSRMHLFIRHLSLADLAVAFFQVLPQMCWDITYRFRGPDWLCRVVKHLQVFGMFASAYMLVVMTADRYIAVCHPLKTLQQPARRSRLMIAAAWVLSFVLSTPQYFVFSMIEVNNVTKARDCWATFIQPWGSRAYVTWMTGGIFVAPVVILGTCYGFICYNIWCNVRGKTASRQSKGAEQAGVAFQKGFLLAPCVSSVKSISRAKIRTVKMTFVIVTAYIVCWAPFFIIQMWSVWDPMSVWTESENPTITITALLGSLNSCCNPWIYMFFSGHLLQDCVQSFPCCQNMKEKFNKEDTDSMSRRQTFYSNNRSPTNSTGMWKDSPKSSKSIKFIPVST
TAAR1 ag – human TAAR1 agonists, primary screen, Fluo-8 calcium fluorescence, CHO RD-HGA16 cells. vehicle wells 0%, saturating PEA agonist 100%. activation, % at 3 µM. actives 0.99% (n = 360,000). Trace amine-associated receptor 1 (Homo sapiens), Q96RJ0;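 active = activation above the mean activation of all test compounds in the run plus 3 SD, cut at about 38% in these data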
Target sequence (Q96RJ0 whole entry, looked up): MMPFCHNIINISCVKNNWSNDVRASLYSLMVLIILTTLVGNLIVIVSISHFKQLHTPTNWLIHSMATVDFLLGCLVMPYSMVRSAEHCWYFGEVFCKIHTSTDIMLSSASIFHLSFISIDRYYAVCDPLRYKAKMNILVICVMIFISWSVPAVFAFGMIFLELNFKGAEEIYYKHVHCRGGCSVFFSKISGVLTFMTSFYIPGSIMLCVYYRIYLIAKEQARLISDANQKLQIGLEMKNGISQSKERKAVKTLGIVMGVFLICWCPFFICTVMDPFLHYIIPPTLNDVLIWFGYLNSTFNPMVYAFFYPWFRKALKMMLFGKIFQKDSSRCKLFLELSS
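Assay system – CHO-derived RD-HGA16 cells with stable Gα16 and human TAAR1 · Compound dosing – one-point dosing at 3 µM (nominal) · Incubation – 17-24 h seeding, 75 min 37 °C dye, 30 min RT · Measured by – kinetic Fluo-8 calcium fluorescence · Control set – DMSO vehicle as 0%, PEA at EC100 as 100% · Repeats – single well for each compound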
TAAR1 antag – human TAAR1 antagonists, primary screen, Fluo-8 calcium fluorescence, CHO RD-HGA16 cells; Trace amine-associated receptor 1 (Homo sapiens), Q96RJ0; antagonist; inhibition, % at 3 µM; actives 1.5% (n = 360,000);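 active = inhibition above a per-plate cutoff, the mean inhibition of test compounds on that plate plus 3 SD, cut at about 49% in these data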;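 also: 0% = DMSO plus EC80 beta-PEA response and 100% = DMSO alone without agonist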
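Test system – hTAAR1-expressing CHO RD-HGA16 cells, Gα16-coupled · Reagent – β-PEA at EC80 concentration, post-compound challenge · Compound dosing – 3 µM, single point · Timing – 140 s kinetic read after compound, 140 s after agonist · Detection – Fluo-8 intracellular calcium dye fluorescence, real-time kinetic reads · Control set – DMSO and EC80 PEA controls · Repeats – n of 1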
CHRM1 antagonist – human M1 muscarinic receptor antagonists, primary screen, CHO-K1 cells, Fluo-8 calcium fluorescence, 1536-well; Muscarinic acetylcholine receptor M1 (Homo sapiens), P11229; CHO-K1 hM1, ACh EC80 antagonist; inhibition, % at 3 µM; actives 1.3% (n = 360,000); AID 588852, 2011;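 active = percent inhibition above its own plate's cutoff, namely the mean of that plate's compound wells plus 3 SD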;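 also: peak over basal fluorescence ratio during 140 s after agonist addition; 0% = ACh EC80 plus DMSO and 100% = DMSO alone without agonist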
OXTR ag – human OXTR agonists, primary screen, fluorescence, CHO-OTR cells, Fluo-8 calcium; Fluo-8 calcium fluorescence; normalized: DMSO 0%, oxytocin 100%; activation, % at 3 µM; actives 0.32% (n = 320,000); AID 2435, 2010;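 active = activation above the mean of all tested compounds plus 3 SD, cutoff set per screening run, cut at about 20% in these data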;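 also: peak over basal fluorescence ratio from a 100 s FLIPR kinetic read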
OXTR potentiate – human OXTR potentiators, primary screen, fluorescence, CHO-OTR cells, Fluo-8 calcium; actives 0.061% (n = 320,000); activation, % at 3 µM; Oxytocin receptor (Homo sapiens), P30559; Fluo-8 calcium fluorescence, potentiator mode; 0% = oxytocin EC15, 100% = EC100;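 active = activation above that plate's cutoff, the mean activation of tested compounds plus 3 SD, cut at about 6.6% in these data, passing the limit was not always enough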;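 also: 100% uses oxytocin at 75 nM as the full agonist control; some results filed as inactive read as strong as hits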
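Assay system: CHO-OTR cells, human receptor / Also added: oxytocin at about EC15, sub-maximal agonist stimulus / Dosing: single dose, 3.0 µM nominal final compound concentration / Incubation: 6 min pre-incubation, 100 s read / Technique: Fluo-8 calcium dye fluorescence / Read-out: % activation vs EC15 and EC100 oxytocin / Benchmarks: EC15 oxytocin low, 75 nM oxytocin high / Replicates: singlicate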
CHRM1 PAM – human M1 muscarinic receptor positive allosteric modulators, primary screen, CHO-K1 cells, Fluo-8 calcium fluorescence, 1536-well; Muscarinic acetylcholine receptor M1 (Homo sapiens), P11229; CHO-K1 hM1, ACh EC20; 0% = ACh EC20, 100% = maximal ACh; activation, % at 3 µM; actives 0.088% (n = 360,000); AID 588819, 2011; in the data active = activation above about 19%, passing the limit was not always enough
M1 ag – human M1 muscarinic receptor agonists, primary screen, Fluo-8 calcium fluorescence, CHO-K1 cells, HTS. Muscarinic acetylcholine receptor M1 (Homo sapiens), P11229. actives 0.33% (n = 360,000). AID 588814, 2011. CHO-K1 hM1, agonist mode; 0% DMSO, 100% acetylcholine EC100. activation, % at 3 µM;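 active = activation above the run's mean compound activation plus 3 SD, cut at about 16% in these data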;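 also: peak over basal fluorescence ratio within a 140 s kinetic read after compound addition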
CHO parental Ca – ATP-evoked calcium signal inhibitors, parental CHO, primary screen, counter-screen for OX1R antagonist project, cell-based, fluorescence, Fluo-8 calcium dye; parental CHO-K1, ATP-induced calcium, Fluo-8 fluorescence; actives 0.63% (n = 330,000); inhibition, % at 5.6 µM; AID 463079, 2010;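 active = inhibition above that plate's mean sample inhibition plus 3 SD, cut at about 26% in these data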;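 also: 0% = ATP-challenged DMSO wells and 100% = DMSO wells without ATP; some compounds past the cut are filed as inactive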
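Material: Parental CHO cells | Reagent: ATP | Compound dosing: Single nominal dose of 5.6 µM per compound | Detection: Intracellular calcium via Fluo-8 no-wash fluorescent dye | Read-out: % inhibition of ATP-induced calcium mobilization | Benchmarks: Low control ATP plus DMSO, high control DMSO only | Replicates: Singlicate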
* = called active by the depositor; / = no result given.

compound	V1R ag counter	TAAR1 ag	TAAR1 antag	CHRM1 antagonist	OXTR ag	OXTR potentiate	CHRM1 PAM	M1 ag	CHO parental Ca
CCOC1=C2[C@@H](CN(S(=O)(=O)c3ccc(C)cc3)[C@H]2c2cccc3ccccc23)[C@H]2C(=O)N(C)C(=O)[C@H]2C1	/	1	4	9	/	/	3	-7	/
CCCCN(CC)CCNC(=O)c1cc2c(=O)n(C)c3ccccc3c2n1C	-0.7	0	11	-11	-0.3	-5	14	-10	-7
COc1ccc(-c2cc(C(F)(F)F)n3ncc(C(=O)N(C)Cc4ccccc4)c3n2)cc1	-1.1	1	23	-5	-2.3	-10	3	-10	-18
CC(C)C(C(=O)Nc1sc2c(c1C#N)CCCCC2)N1C(=O)c2ccccc2C1=O (configuration not stated)	1.2	11	-11	-31	-0.7	-6	9	-2	-16
COc1ccc(C(=O)NCc2ccc3c(c2)cc(C)n3C)cc1OC	1.7	3	0	33	1.1	4	-9	-4	-8
Cn1cc(-c2csc(C(O)c3ccc(F)c(F)c3)n2)cn1 (configuration not stated)	/	3	-17	-13	/	/	8	1	/
CC(O)c1ccc2c(c1)OCCOCCN(C)CCOCCO2 (configuration not stated)	0.5	-1	18	-11	-0.6	-13	-4	-4	5
COC(=O)c1nc[nH]c1[N+](=O)[O-]	/	3	-10	-14	/	/	7	-1	/
Cc1cc(Cl)ccc1Oc1nccc(N(C)C)c1C#N	3.2	4	7	-8	3.1	1	-3	-5	-17
COCCNC(=O)CSc1ccc(Cl)cc1	0.3	10	1	-5	0.0	-1	7	-7	-7
Cc1ccc(S(=O)(=O)N2CCC(C)CC2)cc1	0.4	0	10	-4	1.2	-7	2	-5	0
COCCn1c(N)c(C(=O)NS(=O)(=O)c2ccc(C)cc2)c(=O)[nH]c1=O	1.7	2	-16	12	1.0	-1	-2	-3	-12
COc1ccc(C(=O)Nn2c(C)nc3ccccc3c2=O)cc1	-0.1	5	-12	-1	-1.1	-11	-3	-3	-3
COc1cc(C2C3=C(CCCC3=O)Nc3[nH]n(-c4ccccc4)c(=O)c32)ccc1OC(C)=O (configuration not stated)	-1.1	7	4	-12	-0.5	-8	17	-8	-15
C#CCOCCOCCOCCNc1nc(N2CCN(C(=O)C([C@@H](C)CC)n3cc(C(N)Cc4ccc(O)cc4)nn3)CC2)nc(N2CCN(C(=O)[C@H](CCC(=O)O)n3cc(C(N)CC(C)C)nn3)CC2)n1 (some centres not stated)	0.5	4	4	-11	0.3	-6	3	-5	4
OC(c1cccc(CN2CCCCC2)c1)c1ncc(-c2cccc3ccccc23)[nH]1 (configuration not stated)	/	10	-16	-6	/	/	-6	-7	/
CC1OC(Oc2ccc3ccc(=O)oc3c2-c2c(O)ccc3cc(Oc4ccc5ccc(=O)oc5c4)c(=O)oc23)C(O)C(O)C1O (configuration not stated)	-0.3	9	-11	7	-0.2	-1	-1	-2	-4
CCCCn1c(N)c(N(CC)C(=O)CSCC(=O)Nc2ccc(OC)cc2)c(=O)[nH]c1=O	0.4	2	-20	11	1.4	5	-11	-6	-1
O=C(O)CCC1c2cc3c4cc2OC2Oc5cc6c(cc51)C(CCC(=O)O)c1cc5c7cc1OC(O6)c1cc6cc(c1)Oc1cc(cc(C(=O)O)c1)Oc1cc8cc(c1)C(Oc1cc(c(cc1C5CCC(=O)O)C3CCC(=O)O)OC(O4)c1cc(cc(c1)Oc1cc(cc(C(=O)O)c1)O8)Oc1cc(cc(C(=O)O)c1)Oc1cc(cc2c1)Oc1cc(cc(C(=O)O)c1)O6)O7 (configuration not stated)	3.8	/	/	/	1.6	-5	/	/	12
CCC(CO)Oc1cc(NCc2ccccc2C(F)(F)F)c2ncn(C(C)C)c2c1 (configuration not stated)	0.7	15	16	0	0.7	-3	10	-2	-17
Cc1ccc(CS(=O)(=O)Cc2ccc(C(=O)NCc3cccs3)o2)cc1	0.9	-1	-15	-5	0.0	-1	3	-1	-9
CCOCCCNCc1ccc(Cl)cc1	0.8	0	6	-1	-0.2	3	8	-2	-4
CN(C(=O)Nc1ccc(S(=O)(=O)N(C)C)cc1)C1CCCCC1	0.0	2	-12	-2	-0.7	-12	5	-3	1
Cc1nn(CC(=O)OCC(=O)NC(C)c2ccccc2)c(C)c1[N+](=O)[O-] (configuration not stated)	1.0	8	-4	-5	0.2	9	10	-4	-7
C[C@H]1CN(C2CCCCC2)C(=O)[C@@H]1CC(=O)Nc1ccccc1	/	2	2	-11	/	/	6	-4	/
CC(=O)c1cccc(OCC(=O)NC2CCCCCC2)c1	/	4	-17	-3	/	/	4	-6	/
NS(=O)(=O)c1cc(C(=O)OCC(=O)Nc2ccc(N3CCCCC3)cc2)ccc1Cl	0.4	0	-15	11	-1.1	2	-5	-3	-3
O=C(NNC(=O)c1cccc(C(F)(F)F)c1)c1ccncc1	-0.2	-1	-13	-16	-1.0	-5	18	-2	10
CC(C)N1CCN(S(=O)(=O)c2ccccc2)CC1	1.1	-1	-11	14	0.1	-4	-13	-8	2
O=C(Nc1ccccc1C(=O)O)/C(=C/c1ccc([N+](=O)[O-])cc1)NC(=O)c1ccc(Br)o1	-0.3	1	10	10	-0.5	-10	-2	-1	-4
COC(=O)COc1ccc(/C=N/NC(=O)CN(c2ccccc2OC)S(=O)(=O)c2ccccc2)cc1	2.4	11	42	16	-1.6	-17	-5	-3	-7
CC(=O)Nc1ccc(S(=O)(=O)NCCC(=O)OCc2ccccc2F)cc1	5.6	3	14	1	6.9	-13	-1	2	-9
CCOc1ccc(/C=c2\sc3nc(-c4ccco4)nn3c2=O)cc1OCC	-0.2	13	-12	-13	-0.3	-13	4	-5	-13
CCN(CC)S(=O)(=O)c1cc(NS(=O)(=O)c2c(Cl)cccc2Cl)ccc1C	1.4	1	-12	0	-2.8	-9	3	-4	-14
COc1cc(C(=O)N2CCN(Cc3ccc4c(c3)OCO4)CC2)c([N+](=O)[O-])cc1OC	0.4	0	2	-10	0.0	-3	7	-2	-3
CCOC(=O)CNC(=S)N(Cc1ccc(C)cc1)Cc1ccc(C)o1	0.2	-1	-1	-4	-2.1	-4	9	-6	-17
CC1(C(=O)Nc2ccc3c(c2)OCO3)CCN1C(=O)CCc1ccc(Cl)cc1Cl (configuration not stated)	/	1	-7	-2	/	/	-6	-5	/
Cc1cccc(NC(=O)c2cc(NC(=O)C3CCCCC3C(=O)O)ccc2N2CCCCC2)c1 (configuration not stated)	-1.6	2	-11	4	-2.8	-9	1	-3	-5
C=CCNc1ncnc2c1ncn2[C@H]1CN(Cc2ccc(-c3ccccc3)cc2)C[C@@H](CO)O1	/	10	11	13	/	/	-10	2	/
Cc1cc2c3ccccc3ncn2n1	-0.1	2	5	-9	-0.3	-10	12	2	-7
Cc1cc(F)ccc1C(O)c1ncc(-c2ccc(Cl)cc2)[nH]1 (configuration not stated)	/	2	9	-9	/	/	-1	-2	/
Cc1cc(C)nc(SCC(=O)c2ccc(F)cc2)n1	0.1	0	1	-26	-2.3	-5	17	-2	-9
CNc1nc(-c2ccc3c(c2)CCN3C(=O)CC(C)(C)C)c(C)s1	-0.9	0	0	-7	-1.0	-6	5	-6	-18
COc1cccc(-c2nnc(SCC(=O)Nc3ccc4c(c3)OCCO4)n2Cc2ccco2)c1	-0.6	12	25	-6	-1.7	-7	-1	-2	-19
O=c1ccc2ccc(Oc3ccc([N+](=O)[O-])cc3[N+](=O)[O-])cc2o1	-0.3	/	/	/	-0.5	0	/	/	-9
Cc1noc(C)c1C(=O)OCC(=O)Nc1ccccc1Oc1ccccc1	-1.2	-1	-6	-11	-2.2	-6	3	-4	-10
O=S(=O)(Nc1ccc(N2CCOCC2)cc1)c1ccc(F)cc1	1.0	6	-14	-5	-0.5	-9	7	-2	7
CC(=O)Nc1sc(C)c(C)c1C(=O)OCC(=O)NCc1ccc(Cl)cc1	0.0	1	-12	-3	0.6	0	8	-2	-3
c1ccc(Nc2nc(N3CCCCC3)nc(N3CCCCC3)n2)cc1	-0.1	3	-23	-7	-0.9	-6	1	-5	-35
C/C(=C\c1ccccc1F)C(=O)c1c(C)cc(C)[nH]c1=O	0.5	1	-2	-7	0.1	-12	8	-5	-9

New compounds follow.
compound	V1R ag counter	TAAR1 ag	TAAR1 antag	CHRM1 antagonist	OXTR ag	OXTR potentiate	CHRM1 PAM	M1 ag	CHO parental Ca
CCOC(=O)C1CCC(C(=O)OCC)N1c1ccc(C=O)cc1 (configuration not stated)	/	-1	-29	-16	/	/	15	-1	/
O=C(COC(=O)/C=C/c1cccs1)Nc1cccc(S(=O)(=O)N2CCOCC2)c1	1.4	2	-12	4	1.2	-14	-2	-3	-10
O=C(N/N=C/c1cc2c(cc1[N+](=O)[O-])OCO2)c1ccc2c(c1)OCO2	0.2	1	-28	-5	0.0	-10	3	-1	-3
Cc1ccc(N=C2NC(=O)/C(=C/c3cccnc3)S2)c(C)c1	-1.6	-1	2	3	-2.6	-3	-3	-2	-25
N=C1C(c2ccccc2)=C(O)CN1NC(=O)c1ccccc1	1.1	2	7	4	1.1	1	7	-3	-8
CC1(C)OC(=O)N(CCC(=O)Nc2cccc(F)c2)C1(C)O (configuration not stated)	0.3	1	-18	-10	0.8	-7	8	-1	-15
